NSD2 block = blocks human NSD2 histone methyltransferase activity. NSD2-SET H3K36me1 DELFIA fluorescence, biochemical. AID 624260. O96028. inhibition, % at 12.5 µM. 0.07% of 44,000 active; in the data active = inhibition above about 54%, passing the limit was not always enough;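 note: inhibitors reduce the monomethyl H3K36 fluorescence signal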
Target sequence (O96028 whole entry, looked up): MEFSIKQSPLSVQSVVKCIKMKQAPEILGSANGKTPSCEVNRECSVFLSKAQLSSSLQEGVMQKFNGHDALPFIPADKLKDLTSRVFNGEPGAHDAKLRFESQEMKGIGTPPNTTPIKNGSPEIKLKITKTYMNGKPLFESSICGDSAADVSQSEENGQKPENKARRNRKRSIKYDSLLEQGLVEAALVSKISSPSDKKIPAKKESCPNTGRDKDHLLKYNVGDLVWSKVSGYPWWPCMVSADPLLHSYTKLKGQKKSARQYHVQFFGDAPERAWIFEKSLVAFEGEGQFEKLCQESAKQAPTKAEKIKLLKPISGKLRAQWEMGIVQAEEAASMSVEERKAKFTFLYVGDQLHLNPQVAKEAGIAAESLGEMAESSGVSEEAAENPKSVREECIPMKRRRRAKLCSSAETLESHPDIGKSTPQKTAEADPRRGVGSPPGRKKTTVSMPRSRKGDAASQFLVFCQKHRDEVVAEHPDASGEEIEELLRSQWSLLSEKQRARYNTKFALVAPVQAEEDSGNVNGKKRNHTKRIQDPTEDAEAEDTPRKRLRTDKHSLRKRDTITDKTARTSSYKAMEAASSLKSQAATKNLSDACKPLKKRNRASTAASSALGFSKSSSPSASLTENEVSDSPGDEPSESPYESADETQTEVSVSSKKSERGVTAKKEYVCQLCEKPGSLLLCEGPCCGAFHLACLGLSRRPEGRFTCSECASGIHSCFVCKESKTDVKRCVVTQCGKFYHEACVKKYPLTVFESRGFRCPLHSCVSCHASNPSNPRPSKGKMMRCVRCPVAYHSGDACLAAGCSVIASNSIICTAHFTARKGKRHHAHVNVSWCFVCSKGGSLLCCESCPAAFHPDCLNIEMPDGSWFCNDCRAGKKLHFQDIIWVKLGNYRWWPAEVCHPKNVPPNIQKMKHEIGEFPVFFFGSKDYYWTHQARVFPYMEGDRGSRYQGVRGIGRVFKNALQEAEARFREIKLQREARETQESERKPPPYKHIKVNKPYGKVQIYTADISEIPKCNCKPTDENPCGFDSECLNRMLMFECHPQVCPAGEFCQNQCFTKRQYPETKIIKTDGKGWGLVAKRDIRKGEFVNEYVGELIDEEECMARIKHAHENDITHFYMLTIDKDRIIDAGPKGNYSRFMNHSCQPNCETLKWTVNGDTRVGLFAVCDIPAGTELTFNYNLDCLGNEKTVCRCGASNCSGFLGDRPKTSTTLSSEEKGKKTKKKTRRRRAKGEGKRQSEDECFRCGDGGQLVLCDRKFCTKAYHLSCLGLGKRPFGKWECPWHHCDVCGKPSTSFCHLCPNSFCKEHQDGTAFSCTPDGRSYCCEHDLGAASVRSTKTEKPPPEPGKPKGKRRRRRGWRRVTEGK
* marks the source's active call; other numbers are inactive results.

NSD2 block | Structure
-1 | C[C@@H]1CCCCO[C@H](CN(C)Cc2ccc(Cl)c(Cl)c2)[C@@H](C)CN([C@H](C)CO)C(=O)c2cc(NC(=O)NC3CCCCC3)ccc2O1
16 | CNC[C@H]1Oc2c(NC(=O)Nc3ccc(OC)cc3)cccc2C(=O)N([C@H](C)CO)C[C@H]1C
3 | C[C@@H]1CCCCO[C@H](CN(C)Cc2ccc(C(=O)O)cc2)[C@@H](C)CN([C@H](C)CO)C(=O)c2cc(NC(=O)NC3CCCCC3)ccc2O1
-3 | C[C@H](CO)N1C[C@H](C)[C@@H](CN(C)Cc2ccc(Cl)c(Cl)c2)Oc2ccc(NC(=O)C3CCCCC3)cc2CC1=O
6 | COCC(=O)Nc1ccc2c(c1)[C@H]1C[C@@H](CC(=O)N(C)C)O[C@H](CO)[C@H]1O2
39 | C[C@@H]1CCCCO[C@@H](CN(C)C(=O)CCC(F)(F)F)[C@@H](C)CN([C@H](C)CO)C(=O)c2cc(NC(=O)c3ccncc3)ccc2O1
0 | COc1ccc(NC(=O)Nc2ccc3c(c2)C(=O)N([C@H](C)CO)C[C@@H](C)[C@@H](CN(C)S(=O)(=O)c2ccc(F)cc2)OCCCC[C@@H](C)O3)cc1
2 | CCc1c(C)[nH]c2c1C(=O)C(CN1CCOCC1)CC2 (centres undefined)
-2 | COc1ccc(NC(=O)N(C)C[C@H]2Oc3ccc(N(C)C)cc3C(=O)N([C@@H](C)CO)C[C@@H]2C)cc1
6 | C[C@H](CO)N1C[C@H](C)[C@@H](CN(C)Cc2ccc(C(F)(F)F)cc2)Oc2c(NC(=O)c3ccncc3)cccc2C1=O
-1 | CCC(=O)N(C)C[C@@H]1Oc2cc(-c3ccc(C#N)cc3)ccc2S(=O)(=O)N([C@H](C)CO)C[C@@H]1C
-2 | O=C1CC2(CCCC2)CC(=O)N1CCCCN1CCN(c2ncccn2)CC1
10 | COCC(=O)N(C)C[C@@H]1Oc2ncc(C#Cc3ccc(OC)cc3)cc2C(=O)N([C@H](C)CO)C[C@@H]1C
-10 | C[C@H](CO)N1C[C@H](C)[C@@H](CN(C)C(=O)C2CC2)Oc2cc(C#Cc3ccccn3)ccc2S1(=O)=O
2 | O=C(C[C@H]1C[C@@H]2c3cc(NC(=O)C4CCOCC4)ccc3O[C@@H]2[C@@H](CO)O1)NCCc1ccccc1
5 | NC(=O)c1ccc(-c2nc(-c3ccc4c(c3)OCCO4)c(-c3ccccn3)[nH]2)cc1
12 | COc1ccccc1CNC(=O)C[C@@H]1C[C@@H]2c3cc(NC(=O)Cc4ccncc4)ccc3O[C@@H]2[C@@H](CO)O1
-10 | COc1ccc(S(=O)(=O)N(C)C[C@@H]2Oc3ccc(NC(=O)Nc4ccc(F)cc4)cc3C(=O)N([C@@H](C)CO)C[C@@H]2C)cc1
2 | C[C@H]1CN([C@@H](C)CO)C(=O)c2ccccc2-c2ccccc2CO[C@@H]1CN(C)C(=O)NC1CCCCC1
-5 | C[C@@H]1CN([C@@H](C)CO)C(=O)c2cc(NC(=O)CCC(F)(F)F)ccc2O[C@@H](C)CCCCO[C@H]1CN(C)Cc1ccc(C(F)(F)F)cc1
2 | C[C@@H]1CN([C@@H](C)CO)C(=O)Cc2cc(NC(=O)Nc3ccccc3)ccc2O[C@H]1CN(C)S(=O)(=O)c1ccc(Cl)cc1
-1 | C[C@@H]1CN([C@@H](C)CO)C(=O)c2cc(C3=CCCC3)cnc2O[C@@H]1CN(C)Cc1ccccc1C(=O)O
0 | C[C@@H]1CN([C@H](C)CO)C(=O)c2cc(NC(=O)Cc3ccccc3)ccc2O[C@H]1CN(C)CC1CCCCC1
-14 | COC(=O)[C@]1(Cc2ccccc2N=[N+]=[N-])N=C(c2ccc(OCCCO)cc2)O[C@@H]1c1ccccc1
-2 | C[C@H](CO)N1C[C@H](C)[C@H](CN(C)S(=O)(=O)c2cn(C)cn2)Oc2ccc(NC(=O)Cc3cn(C)c4ccccc34)cc2CC1=O

Filtered by structure, those above containing an aryl methoxy group
NSD2 block | Structure
16 | CNC[C@H]1Oc2c(NC(=O)Nc3ccc(OC)cc3)cccc2C(=O)N([C@H](C)CO)C[C@H]1C
0 | COc1ccc(NC(=O)Nc2ccc3c(c2)C(=O)N([C@H](C)CO)C[C@@H](C)[C@@H](CN(C)S(=O)(=O)c2ccc(F)cc2)OCCCC[C@@H](C)O3)cc1
-2 | COc1ccc(NC(=O)N(C)C[C@H]2Oc3ccc(N(C)C)cc3C(=O)N([C@@H](C)CO)C[C@@H]2C)cc1
10 | COCC(=O)N(C)C[C@@H]1Oc2ncc(C#Cc3ccc(OC)cc3)cc2C(=O)N([C@H](C)CO)C[C@@H]1C
12 | COc1ccccc1CNC(=O)C[C@@H]1C[C@@H]2c3cc(NC(=O)Cc4ccncc4)ccc3O[C@@H]2[C@@H](CO)O1
-10 | COc1ccc(S(=O)(=O)N(C)C[C@@H]2Oc3ccc(NC(=O)Nc4ccc(F)cc4)cc3C(=O)N([C@@H](C)CO)C[C@@H]2C)cc1

Further entries
NSD2 block | Structure
1 | C[C@H](O)C#Cc1ccc2c(c1)O[C@H](CN(C)CC1CC1)[C@@H](C)CN([C@H](C)CO)S2(=O)=O
-12 | Cc1noc(C)c1NC(=O)N(C)C[C@@H]1Oc2ccc(NC(=O)Cc3cn(C)c4ccccc34)cc2CC(=O)N([C@@H](C)CO)C[C@H]1C
-15 | C[C@@H]1CN([C@H](C)CO)C(=O)c2cc(NC(=O)CCCN(C)C)ccc2O[C@@H]1CN(C)Cc1ccncc1
-7 | CC(C)CC#Cc1ccc2c(c1)O[C@H](CN(C)C(=O)c1ccccn1)[C@@H](C)CN([C@H](C)CO)S2(=O)=O
-11 | C/C=C/c1cnc2c(c1)C(=O)N([C@@H](C)CO)C[C@H](C)[C@@H](CN(C)C(=O)Cc1cccnc1)O2
-1 | C[C@@H]1CN([C@H](C)CO)C(=O)c2cc(NC(=O)NC3CCCCC3)ccc2O[C@H]1CN(C)Cc1ccc(C(=O)O)cc1
24 | C[C@@H]1CN([C@@H](C)CO)C(=O)c2cc(NS(=O)(=O)c3cccs3)ccc2O[C@@H](C)CCCCO[C@H]1CN(C)S(=O)(=O)c1cccs1
-12 | C[C@@H]1CN([C@H](C)CO)C(=O)Cc2cc(NC(=O)Nc3ccc4c(c3)OCO4)ccc2O[C@H]1CN(C)CC1CCCCC1
-2 | O=c1cc(-c2ccc(O)cc2)oc2c(C3O[C@H](CO)[C@@H](O)[C@H](O)[C@H]3O)c(O)cc(O)c12 (some centres undefined)
-1 | O=C(CCCCCC(=O)Nc1ccccc1O)N/N=C/c1cccs1
16 | C[C@@H]1CN([C@@H](C)CO)C(=O)c2cc(NC(=O)Cn3cnnn3)ccc2O[C@@H]1CN(C)Cc1ccc(-c2ccccc2)cc1
1 | C[C@H]1CN([C@@H](C)CO)C(=O)Cc2cc(NC(=O)Cn3cnnn3)ccc2O[C@@H]1CN(C)C(=O)NC1CCCCC1
15 | COc1ccc(S(=O)(=O)N(C)C[C@H]2Oc3ccc(NC(=O)Nc4ccc(C(F)(F)F)cc4)cc3C(=O)N([C@@H](C)CO)C[C@H]2C)cc1
0 | CCNC(=O)C1OC(n2cnc3c(N)nc(NCCc4ccc(CCC(=O)O)cc4)nc32)C(O)C1O (centres undefined)
-5 | COc1ccc(NC(=O)Nc2ccc3c(c2)CC(=O)N([C@H](C)CO)C[C@@H](C)[C@@H](CN(C)Cc2ccc(C(=O)Nc4ccccc4N)cc2)O3)cc1
0 | C[C@@H]1CN([C@H](C)CO)C(=O)c2cccc(NS(=O)(=O)c3cn(C)cn3)c2O[C@H]1CN(C)S(=O)(=O)c1cccs1
-2 | C[C@H](CO)N1C[C@H](C)[C@H](CN(C)S(=O)(=O)c2ccc(Oc3ccccc3)cc2)OCc2cn(nn2)CCCC1=O
16 | O=C(C[C@H]1C[C@H]2c3cc(NC(=O)C4CCOCC4)ccc3O[C@H]2[C@H](CO)O1)NCc1ccccc1
5 | C[C@H]1CN([C@@H](C)CO)C(=O)c2cc(-c3cccnc3)cnc2O[C@@H]1CN(C)Cc1ccc(-c2ccccc2)cc1
0 | CNC[C@H]1Oc2ccc(NC(=O)Nc3ccc4c(c3)OCO4)cc2C(=O)N([C@@H](C)CO)C[C@H]1C
-2 | COc1ccc(NC(=O)Nc2ccc3c(c2)C(=O)N([C@@H](C)CO)C[C@@H](C)[C@@H](CN(C)C(=O)Nc2ccc(OC)cc2)O3)cc1
3 | COc1ccc(CN(C)C[C@H]2OCCCC[C@@H](C)Oc3ccc(NC(=O)Nc4c(C)noc4C)cc3C(=O)N([C@@H](C)CO)C[C@H]2C)cc1
0 | Cc1noc(C)c1S(=O)(=O)Nc1ccc2c(c1)C(=O)N([C@H](C)CO)C[C@H](C)[C@H](CN(C)Cc1ccccc1)O2
-1 | CS(=O)(=O)Nc1ccc2c(c1)[C@H]1C[C@H](CC(=O)N3CCc4ccccc4C3)O[C@H](CO)[C@H]1O2
20 | COc1ccc(/C=C2/SC(=S)NC2=O)cc1COc1ccc(F)cc1F
-1 | CC(C)NC(=O)N(C)C[C@@H]1Oc2ccc(NC(=O)C3CCCCC3)cc2CC(=O)N([C@@H](C)CO)C[C@H]1C
-25 | COc1ccccc1C#Cc1ccc2c(c1)O[C@H](CN(C)Cc1ccncc1)[C@@H](C)CN([C@@H](C)CO)S2(=O)=O
6 | C[C@@H]1CCCCO[C@H](CN(C)C(=O)Nc2ccccc2)[C@@H](C)CN([C@H](C)CO)C(=O)c2cc(NC(=O)c3ccccc3)ccc2O1
3 | O=C(N/N=C/Cc1ccccc1)c1ccccn1
8 | C[C@H]1CN([C@@H](C)CO)S(=O)(=O)c2ccc(-c3ccncc3)cc2O[C@@H]1CN(C)Cc1cccnc1
-1 | C[C@@H]1CCCCO[C@H](CN(C)Cc2ccncc2)[C@H](C)CN([C@@H](C)CO)C(=O)c2cc(NS(=O)(=O)c3ccc(Cl)cc3)ccc2O1
2 | C[C@@H]1CN([C@H](C)CO)C(=O)c2cc(NC(=O)CCN3CCOCC3)ccc2O[C@H]1CN(C)C(=O)Nc1ccc(F)cc1
3 | C[C@H](NC(=O)C[C@H]1C[C@H]2c3cc(NC(=O)CC4CC4)ccc3O[C@H]2[C@H](CO)O1)c1ccccc1
3 | C[C@@H]1CN([C@H](C)CO)C(=O)c2cc(NC(=O)Nc3ccc(C(F)(F)F)cc3)ccc2O[C@@H](C)CCCCO[C@H]1CN(C)C(=O)Nc1ccc(F)cc1
-3 | C[C@@H]1CN([C@H](C)CO)C(=O)c2cc(NC(=O)NC3CCCCC3)ccc2O[C@@H]1CN(C)S(C)(=O)=O
1 | CCCCCCC(=O)OC1OC(CO)C(O)C2OCC(C(=O)O)COC12 (centres undefined)
-11 | C[C@H](CO)N1C[C@H](C)[C@@H](CN(C)C(=O)Nc2ccc(F)cc2)OCCCC[C@H](C)Oc2ccc(NC(=O)Nc3cccc4ccccc34)cc2C1=O
4 | C[C@@H]1CN([C@H](C)CO)C(=O)CCCn2nncc2CO[C@H]1CN(C)S(C)(=O)=O
-4 | C[C@@H]1CCCCO[C@@H](CN(C)C(=O)C2CCCCC2)[C@H](C)CN([C@H](C)CO)C(=O)c2cc(NS(=O)(=O)c3ccc(F)cc3)ccc2O1
0 | C[C@@H]1CN([C@@H](C)CO)C(=O)c2cccc(NC(=O)Nc3cccc4ccccc34)c2O[C@H]1CN(C)C(=O)Nc1ccc(C(F)(F)F)cc1
1 | C[C@@H]1CN([C@H](C)CO)C(=O)Cc2cc(NC(=O)Nc3cccc4ccccc34)ccc2O[C@@H]1CN(C)C(=O)Nc1ccccc1
-3 | CC(=O)c1c(O)cc(O)cc1O
22 | COc1ccc(NC(=O)Nc2ccc3c(c2)C(=O)N([C@H](C)CO)C[C@@H](C)[C@H](CN(C)CC2CC2)OCCCC[C@H](C)O3)cc1
4 | Cc1ccc(-c2ccc3c(c2)O[C@H](CN(C)Cc2ccc(C(=O)O)cc2)[C@@H](C)CN([C@@H](C)CO)S3(=O)=O)cc1
-2 | COc1cc(/C=N/NC(=O)CCCCC(=O)NO)c([N+](=O)[O-])cc1OC
-9 | C[C@@H]1CN([C@@H](C)CO)C(=O)c2cc(-c3ccc(F)cc3)cnc2O[C@@H]1CN(C)Cc1cccnc1
-4 | C[C@H](CO)N1C[C@H](C)[C@H](CN(C)C(=O)C2CC2)OCc2ccccc2-c2c(n(C)c3ccccc23)C1=O
-8 | COc1ccc(NC(=O)Nc2ccc3c(c2)C(=O)N([C@@H](C)CO)C[C@@H](C)[C@@H](CN(C)S(=O)(=O)c2cccs2)O3)cc1
3 | O=C(NC1CCCCC1)c1ccc(COCC(F)(F)F)o1
0 | COc1ccc(C#Cc2ccc3c(c2)O[C@@H](CN(C)C)[C@H](C)CN([C@@H](C)CO)S3(=O)=O)cc1

Remaining list, next part:
NSD2 block | Structure
1 | Cc1ccc(S(=O)(=O)Nc2ccc3c(c2)C(=O)N([C@@H](C)CO)C[C@@H](C)[C@@H](CN(C)C(=O)CCC(F)(F)F)OCCCC[C@@H](C)O3)cc1
-2 | CCC(=O)N(C)C[C@H]1Oc2ncc(C#CC3(O)CCCC3)cc2C(=O)N([C@@H](C)CO)C[C@H]1C
7 | COCC(=O)Nc1ccc2c(c1)[C@@H]1C[C@H](CC(=O)NCc3ccccc3F)O[C@@H](CO)[C@@H]1O2
0 | COc1ccc(NC(=O)Nc2ccc3c(c2)C(=O)N([C@@H](C)CO)C[C@H](C)[C@@H](CN(C)Cc2ccncc2)OCCCC[C@H](C)O3)cc1

Taken from above.
CC(=O)c1c(O)cc(O)cc1O in NSD2 block has -3
O=c1cc(-c2ccc(O)cc2)oc2c(C3O[C@H](CO)[C@@H](O)[C@H](O)[C@H]3O)c(O)cc(O)c12 (some centres undefined) in NSD2 block has -2
C[C@H](CO)N1C[C@H](C)[C@@H](CN(C)Cc2ccc(C(F)(F)F)cc2)Oc2c(NC(=O)c3ccncc3)cccc2C1=O in NSD2 block has 6
C[C@H](CO)N1C[C@H](C)[C@H](CN(C)C(=O)C2CC2)OCc2ccccc2-c2c(n(C)c3ccccc23)C1=O in NSD2 block has -4

Some of the entries so far, with bars between the fields:
Molecule | NSD2 block
C[C@@H]1CN([C@@H](C)CO)C(=O)c2cccc(NC(=O)Nc3cccc4ccccc34)c2O[C@H]1CN(C)C(=O)Nc1ccc(C(F)(F)F)cc1 | 0
O=C(CCCCCC(=O)Nc1ccccc1O)N/N=C/c1cccs1 | -1
C[C@H](NC(=O)C[C@H]1C[C@H]2c3cc(NC(=O)CC4CC4)ccc3O[C@H]2[C@H](CO)O1)c1ccccc1 | 3

Screening data from PubChem BioAssay.

Only part of the results is shown; the hit share may differ from the screen's.
